High-throughput results from PubChem BioAssay.
14-3-3 PPI: 14-3-3 gamma protein interaction modulation; FP, 14-3-3gamma / TMR-pS259-Raf peptide binding; inhibition, % at 40 µM; 160,000 compounds, 0.19% hits; AID 422; in the data active = inhibition above about 30%;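 also: 0% = protein plus tracer without compound and 100% = blank with tracer alone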
Target sequence (P61981 whole entry, looked up): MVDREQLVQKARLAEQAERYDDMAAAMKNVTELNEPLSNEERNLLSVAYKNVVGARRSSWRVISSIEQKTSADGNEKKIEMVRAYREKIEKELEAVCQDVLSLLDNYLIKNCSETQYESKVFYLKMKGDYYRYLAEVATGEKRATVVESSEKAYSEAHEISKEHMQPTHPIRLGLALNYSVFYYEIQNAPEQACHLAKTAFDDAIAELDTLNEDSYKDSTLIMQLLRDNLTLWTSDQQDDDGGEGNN
Active calls of the source: *; & = joins results of further samples. Only part of the results is shown. The share of hits here may be higher or lower than overall.

SMILES	14-3-3 PPI
O=C(c1ccccc1F)N1CCc2ccccc21	-1.6
Cc1c(C(=O)NCCCN2CCCC2=O)oc2ccc(S(=O)(=O)N3CC(C)CC(C)C3)cc12 (stereo not drawn)	-1.2
Cc1ccc(NC(=O)c2c(-c3ccccc3Cl)noc2C)cc1	-1.1
Cc1cccc2cc(C(c3nnnn3CC3CCCO3)N3CCc4ccccc4C3)c(=O)[nH]c12 (stereo not drawn)	5.4
CCN1C(=O)C(O)(CC(=O)c2cc(C(C)C)ccc2C)c2ccccc21 (stereo not drawn)	-3.9
O=C(OCc1ccccc1)C1CCCN1C(=O)c1cccs1 (stereo not drawn)	1.6
CCN(CC)CCOC(=O)c1c(C)oc2ccc(O)cc12	-8.3
CNc1oc(Cc2ccccc2)nc1S(=O)(=O)c1ccc(Cl)cc1	-2.5
CCN1C(=O)N(CC)C(O)(c2ccccc2)C1(O)c1ccccc1 (stereo not drawn)	-3.7
Nc1c(C(=O)Nc2ccc(Br)cc2)sc2nc(-c3ccc4c(c3)OCO4)ccc12	-0.3
CC(OC(=O)c1ccncc1)C(=O)Nc1cccc(Cl)c1 (stereo not drawn)	-13.6
N#CC1C(c2ccc3ccccc3n2)=CN(Cc2ccccc2)c2ccccc21 (stereo not drawn)	-52.4
CCOc1ccccc1OCCn1nnc2ccccc21	3.7
CCOC(=O)C(/C(N)=N/C(=O)Nc1ccccc1)=C(\C)O	-8.4
COc1ccc(C2C(C(=O)NCCCN3CCCCCC3)c3ccccc3C(=O)N2C)cc1 (stereo not drawn)	-14.6
COc1ccc(Nc2nc(C)nc3sc4c(c23)CCCC4)c(OC)c1	0.6
CCN1CCN(C(=O)c2cn(CC)c3ccc(S(=O)(=O)N(C)C)cc3c2=O)CC1	-3.7
COc1ccc(OC)c(C2C3=C(CCCC3=O)Nc3nc4ccccc4n32)c1 (stereo not drawn)	-11.9&1.3
CC1(C)CC2(CC(C)(C)N1)OC(=O)N(CCN1C(=O)OC3(CC(C)(C)NC(C)(C)C3)C1(C)O)C2(C)O (stereo not drawn)	1.8
CCCc1ccc(C(C)NC(=O)c2cc(C)on2)cc1 (stereo not drawn)	-1.0
COc1ccc(C(=O)N(Cc2ccccc2)c2ccccn2)cc1	1.6
Cc1ccc(C2CC(C(F)(F)F)n3nc(C(=O)N(C)C4CCCCC4)cc3N2)cc1 (stereo not drawn)	-5.2
Cc1sc2ncnc(Sc3ncnc4sc(C)c(C)c34)c2c1C	-14.0
CN1C(=O)C2ON(c3ccc(Cl)cc3)C(c3cccs3)C2C1=O (stereo not drawn)	3.6
COP(=O)(/C=C/c1ccccc1)C(O)c1ccc(F)cc1 (stereo not drawn)	-4.1

Next section:
SMILES	14-3-3 PPI
Cc1cc(N2C(=O)C(O)=C(C(=O)c3ccc(C)o3)C2c2cccs2)no1 (stereo not drawn)	-13.7
O=C(CN1CCCC1)Nc1ccc(-c2nc3cc(NC(=O)CN4CCCC4)ccc3o2)cc1	-5.5
COc1cc2[nH]c(=O)n(Cc3ccc(C(=O)N4CCN(c5ccc(Cl)cc5)CC4)cc3)c(=O)c2cc1OC	-4.9
CCNc1cc2oc(=O)c(CN3CCOCC3)c(C)c2cc1C	1.7
Cc1cccc(N2CCN(C(=O)CC(C)(C)CC3=NS(=O)(=O)c4ccccc4N3)CC2)c1C	-7.2
OC(COc1ccc(F)cc1)Cn1c(C(F)(F)F)nc2ccccc21 (stereo not drawn)	-12.2
COc1ccc(-c2cc(C(F)(F)F)n3nc(C(=O)Nc4cccc(C(F)(F)F)c4)cc3n2)cc1	-0.3
O=C(O)CSc1nnc(-c2ccco2)o1	-0.8
CC(=O)N1CCCc2cc(S(=O)(=O)N3CCC(N4CCCCC4)CC3)ccc21	-1.8
Cc1ccccc1NS(=O)(=O)c1ccc(OCC(=O)NCc2ccco2)cc1	0.0
COC(=O)CNc1ccccc1OC	-3.4
O=C(c1cccn2c(=O)c3c4c(sc3nc12)CCCC4)N1CCN(c2ccccc2)CC1	3.1
CC(C)(C)c1cc(NS(=O)(=O)c2ccccc2[N+](=O)[O-])cc(C(C)(C)C)c1O	10.4
CCOc1ccccc1NC(=O)CSc1nc2ccccc2o1	-10.4
CN1CCN(C(=O)c2ccccc2NC(=O)CN2C(=O)c3ccccc3C2=O)CC1	-13.2
CCCC1NC(=S)N(c2ccccc2)C1=O (stereo not drawn)	2.5
C=CCOc1ccc(C=Nc2ccc(C(C)C)cc2)c(O)c1	-7.5
CCOc1ccccc1N1CC(C(=O)O)CC1=O (stereo not drawn)	-2.8
O=C(COc1ccc(Cl)cc1)Oc1ccc2c(c1)oc(=O)c1ccccc12	-70.5
O=C(CN(Cc1ccccc1)S(=O)(=O)c1ccccc1)Nc1ccccc1Cl	-5.1
CCOc1cc(C2C(C#N)=C(N)OC(C)=C2C(C)=O)cc(Br)c1O (stereo not drawn)	-2.8
CNC(=O)CSCc1c(Cl)cccc1Cl	-9.7
CC1CCN(CCCNS(=O)(=O)c2ccc3nc(-c4ccccc4)[nH]c3c2)CC1	-34.0
CCC(C)NC(=O)c1ccc2c(c1)N(Cc1ccc(C)cc1)C(=O)c1ccccc1S2 (stereo not drawn)	-1.8
O=S(=O)(N=C(Nc1ccccc1)c1ccccc1)c1ccc(Br)cc1	-1.6

Next section.
SMILES	14-3-3 PPI
CCOC(=O)c1ccccc1OCc1cc(C2Nc3ccccc3C(=O)N2c2ccc(F)cc2)ccc1OC (stereo not drawn)	-27.7
Cc1ccc(NC(=O)CN2C(=O)c3ccccc3C2=O)c(C)c1	-8.2
O=C(c1ccc2c(=O)n(CCc3c[nH]c4ccccc34)c(=S)[nH]c2c1)N1CCN(c2ccccc2)CC1	3.1
COc1ccccc1C(=O)N1CCN(c2ccccn2)CC1	-2.4
CCOC(=O)c1ccc(NC(=O)c2ccc(CN3CCOCC3)cc2)cc1	-1.4
O=C(CSCc1c(F)cccc1Cl)NCc1ccco1	1.7
CCc1ccccc1NC(=O)CSC1=C(C#N)C(c2ccc3c(c2)OCO3)C2=C(CCCC2=O)N1 (stereo not drawn)	0.6
Cc1cc(C)c2cc(C#N)c(N3CCCC3)nc2c1	-1.1
COc1ccc(C2/C(=C(\O)c3ccc(Cl)cc3)C(=O)C(=O)N2CCN(C)C)cc1 (stereo not drawn)	-7.4
Cc1c(Cc2ccc(Cl)cc2)c(=O)n2c([nH]c3ccccc32)c1C#N	-8.2
CCCCCOc1ccc(/C=c2\sc3ncnn3c2=O)cc1	-3.8
Cc1ccc(S(=O)(=O)N=C(Nc2cccc3ccccc23)c2ccccc2)cc1	-1.4
O=C(Nc1ccccn1)c1c(O)c2c([nH]c1=O)CCCC2	-2.1
O=S(=O)(CCOc1ccccc1)c1nc2ccccc2[nH]1	-3.2
O=C(NCc1cccs1)c1cc(-c2cccs2)nc2ccccc12	1.7
COC(=O)c1ccc(C2C(C(=O)OC(C)C)=C(C)NC3=C2C(=O)CC(c2ccccc2OC)C3)cc1 (stereo not drawn)	-14.9
C=CCOC(=O)C1=C(C)NC(C)=C(C(=O)OCC=C)C1c1cccc([N+](=O)[O-])c1	-1.6
O=C(C1CCCN(Cc2cccc(Br)c2)C1)N1CCCCC1 (stereo not drawn)	-2.5
COCCOC(=O)C1=C(C)NC2=C(C(=O)CC(C)(C)C2)C1c1ccc([N+](=O)[O-])cc1 (stereo not drawn)	0.1
C=CCn1c(N)c(C(=O)NCc2cccnc2)sc1=S	-17.9
CCOc1ccc(NC(=O)c2ccc(F)cc2)c([N+](=O)[O-])c1	2.9
CCOc1ccc2cc(NC(=O)c3ccccc3)c(=O)oc2c1	-40.2
COC(=O)CSc1nnc(-c2sc3ccccc3c2Cl)o1	-10.8
CNc1nc(Oc2ccccc2C(=O)OC)nc(SC)n1	-0.6&1.9
CCc1ccc(C2CC(c3cccc(F)c3)n3nnnc3N2)cc1 (stereo not drawn)	5.1

Next entries.
SMILES	14-3-3 PPI
O=C(Oc1ccc(N(C(=O)c2ccncc2)S(=O)(=O)c2ccc(Br)cc2)c2ccccc12)c1ccncc1	-45.0
c1ccc(-c2cn3nc(-c4ccccc4)cnc3n2)cc1	4.8
CCC(C)OC(=O)C1=C(C)NC2=C(C(=O)C(C(=O)OC)C(C)C2)C1c1ccccc1OC (stereo not drawn)	-10.0
CCOC(=O)C1C(=O)CC(C)(O)C(C(=O)OCC)C1c1cccc([N+](=O)[O-])c1 (stereo not drawn)	3.4
O=C(Nc1c2c(nn1-c1cccc(Cl)c1)CSC2)c1ccccc1I	1.0
CCOC(=O)C1=CN(c2ccc(F)cc2)C=C(C(=O)OCC)C1c1ccc(C)s1	-6.6
COC(=O)c1ccc(N2CCCCCC2)c(NS(=O)(=O)c2ccc(OC)cc2)c1	-4.8
O=C(C[n+]1cccc(Br)c1)c1ccccc1	2.8
O=C(Nc1ccc(CN2CCOCC2)cc1)c1cc2ccccn2n1	-0.7
CCN(C(=O)CCS(=O)(=O)c1cccc2nsnc12)c1ccccc1	-6.2
Cc1cc(SCCC(=O)O)nc2ccccc12	-5.8
CCOc1ccc(Cl)cc1S(=O)(=O)n1nnc2ccccc21	0.0
O=C(CN1CCCCC1)NCC1(c2ccccc2)CCCC1	6.2
Cc1nnc(SCC(=O)Nc2ccc(N3CCOCC3)cc2)o1	-6.2
CSc1ccc(C2SCC(=O)N2C2CCCCC2)cc1 (stereo not drawn)	-10.7
CC1CCN(C(=O)c2c[nH]c3ccc(S(=O)(=O)N4CCc5ccccc54)cc3c2=O)CC1	6.7
O=C(NC1CCCCCC1)C1c2ccccc2C(=O)N1C1CC1 (stereo not drawn)	-9.2
O=[N+]([O-])c1cccc(C2Nc3ccccc3-c3nc4ccccc4n32)c1 (stereo not drawn)	-4.1
CC(C)[C@H](NC(=O)Nc1ccc(S(N)(=O)=O)cc1)C(=O)O	-4.7
O=C(c1ccc(F)cc1)c1cccc(N=Cc2ccc(F)cc2)c1	-1.6
CCC(C)NC(=O)c1nn(-c2ccccc2OC)c(=O)c2ccccc12 (stereo not drawn)	-5.0
COc1ccc(C2Nc3ccccc3C(=O)N2c2cccc3ccccc23)cc1CN1C(=O)c2ccccc2C1=O (stereo not drawn)	-3.1
COCCOC(=O)C1=C(C)NC2=C(C(=O)CC(c3ccccc3OC)C2)C1c1cccs1 (stereo not drawn)	-28.0
CCOc1ccc(N2C(=O)C(N3C(=O)c4ccc([N+](=O)[O-])cc4C3=O)C2c2ccc3c(c2)OCO3)cc1 (stereo not drawn)	-11.5
Clc1ccc2nc(-c3ccsc3)c(Nc3ccccc3)n2c1	-8.7

Following part:
SMILES	14-3-3 PPI
COc1ccc(C(F)(F)F)cc1NC(=O)c1sc2nc(-c3ccc(OC)c(OC)c3)ccc2c1N	2.0
COCCOC(=O)C1=C(C)NC(=O)NC1c1cn(-c2ccccc2)nc1-c1ccc(Br)cc1 (stereo not drawn)	-3.8
Cc1sc2ncn(CC(=O)N3CCN(c4cccc(Cl)c4)CC3)c(=O)c2c1S(=O)(=O)N1CCC(C)CC1	-20.6
CCC(=O)N1c2ccccc2NC2=C(C(=O)CC(c3ccc(Cl)cc3)C2)C1c1ccc(N(C)C)cc1 (stereo not drawn)	-12.8
CC(C)(C)n1nc2c(c1NC(=O)c1ccc(S(=O)(=O)N3CCCCC3)cc1)CS(=O)(=O)C2	-7.5
O=C(CSc1nc2c(cnn2-c2ccc(F)cc2)c(=O)[nH]1)N1CCc2ccccc21	7.4
O=C(O)c1ccc(N2CCCCC2)cc1	-7.2
Cc1c(C(=O)NCC2COc3ccccc3O2)oc2ccc(S(=O)(=O)N3CC(C)CC(C)C3)cc12 (stereo not drawn)	-0.7
O=S(=O)(N=C(Nc1ccccn1)c1ccccc1)c1ccc(Br)cc1	-1.9
N#Cc1c2n(c(=O)[nH]c1=O)CCCCC2	-5.0
O=S(=O)(c1cccc(C(F)(F)F)c1)N1CCN(c2nnnn2-c2ccccc2)CC1	3.0
N#Cc1c(N2C(=O)C3ON(c4ccc(Cl)cc4)C(c4ccco4)C3C2=O)sc2c1CCCC2 (stereo not drawn)	-21.2
O=C(CNS(=O)(=O)c1ccccc1)N1CCN(c2ccccc2)CC1	-3.5
CCN(CC)CC(=O)Nc1cc(C)c2c(=O)oc3ccccc3c2n1	-2.6
O=C(C[n+]1ccccc1)Nc1c2c(nc3c1CCC3)CCCC2	-13.0
Cc1nc2ccc(S(=O)(=O)NCC(=O)N3CCc4ccccc43)cc2s1	-8.5
O=C(Nc1nc2n(n1)C(c1ccccc1)C=C(c1ccc(Cl)cc1)N2)c1ccco1 (stereo not drawn)	-24.1
Cc1ccccc1NC(=O)c1cc2ccccc2c(C=Nc2ccc([N+](=O)[O-])cc2O)c1O	-105.5
O=S(=O)(c1ccc2nc(COc3ccc(Cl)cc3Cl)[nH]c2c1)N1CCOCC1	-7.5
O=c1c2sccc2nc(SCc2cccc([N+](=O)[O-])c2)n1Cc1ccccc1Cl	0.4
O=c1[nH]c2ccccc2[nH]c1=O	-7.7
Cc1cccn2c(=O)c3cc(C(N)=S)c(=N)n(Cc4ccco4)c3nc12	-27.3

A second format for part of the listing above.
mol | 14-3-3 PPI
Cc1c(C(=O)NCC2COc3ccccc3O2)oc2ccc(S(=O)(=O)N3CC(C)CC(C)C3)cc12 (stereo not drawn) | -0.7
O=S(=O)(N=C(Nc1ccccn1)c1ccccc1)c1ccc(Br)cc1 | -1.9
N#Cc1c2n(c(=O)[nH]c1=O)CCCCC2 | -5.0
O=S(=O)(c1cccc(C(F)(F)F)c1)N1CCN(c2nnnn2-c2ccccc2)CC1 | 3.0
N#Cc1c(N2C(=O)C3ON(c4ccc(Cl)cc4)C(c4ccco4)C3C2=O)sc2c1CCCC2 (stereo not drawn) | -21.2
O=C(CNS(=O)(=O)c1ccccc1)N1CCN(c2ccccc2)CC1 | -3.5
CCN(CC)CC(=O)Nc1cc(C)c2c(=O)oc3ccccc3c2n1 | -2.6
O=C(C[n+]1ccccc1)Nc1c2c(nc3c1CCC3)CCCC2 | -13.0
Cc1nc2ccc(S(=O)(=O)NCC(=O)N3CCc4ccccc43)cc2s1 | -8.5
O=C(Nc1nc2n(n1)C(c1ccccc1)C=C(c1ccc(Cl)cc1)N2)c1ccco1 (stereo not drawn) | -24.1
Cc1ccccc1NC(=O)c1cc2ccccc2c(C=Nc2ccc([N+](=O)[O-])cc2O)c1O | -105.5
O=S(=O)(c1ccc2nc(COc3ccc(Cl)cc3Cl)[nH]c2c1)N1CCOCC1 | -7.5
O=c1c2sccc2nc(SCc2cccc([N+](=O)[O-])c2)n1Cc1ccccc1Cl | 0.4
O=c1[nH]c2ccccc2[nH]c1=O | -7.7
